Bioassay records deposited in PubChem BioAssay by several laboratories.
hiPSC survival: hiPSC single-cell survival enhancement. hit rate 0.044% among 360,000. ATPlite luminescence; 100% = ROCK inhibitor wells, 0% = DMSO. survival enhancement, % at 20 µM; in the data active = survival enhancement above about 18%;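 also: cells exposed to compounds for 16 hours before the ATP read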
m5-HT2A agonist: mouse HTR2A agonism via beta-arrestin recruitment | P35363 | CHO-K1 mHTR2A beta-arrestin complementation, luminescence; percent of 30 µM serotonin response | activation, % at 7.6 µM | hit rate 0.66% among 360,000 | AID 624169;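 active = activation above a run cutoff, the mean activation of all tested compounds plus 3 SD, cut at about 14% in these data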;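 also: 0% = plate median of compound wells and 100% = 30 µM serotonin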
CaV13 FRET inh: Primary screen for inhibitors of IQ motif and Ca2+-dependent inactivation inhibitor domain binding in CACNA1D, Förster resonance energy transfer in living cells, …. HEK cells, CFP/YFP FRET ICDI-IQ, plate reader, 10 min; percent FRET-ratio fall versus neutral wells. inhibition, % at 12.3 µM. hit rate 0.098% among 340,000. AID 743397;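 active = mean replicate inhibition of at least 30% and at least 1% of replicates passing that level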;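 also: 0% = median of the neutral control wells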
H9c2 protect: modulators protecting cardiomyocytes from myocardial damage | protection from H2O2 cell death, % at 20 µM | H9c2 cardiomyocytes, H2O2 injury protection, ATPLite, 2 h | hit rate 0.63% among 360,000;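 active = compounds giving at least 50% protection of heart cells from peroxide-induced death in the single-dose screen, raw or plate-pattern-corrected value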;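 also: 0% = DMSO wells with peroxide and 100% = DMSO wells without peroxide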
HIF-2a block: HIF-2a inhibition. 786-0 RCC cells HIF-2a reporter, luciferase luminescence, overnight. inhibition, % at 18.8 µM. hit rate 0.72% among 360,000;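 active = inhibition of the luminescence signal of 40% or more relative to plate controls, in a single-dose primary screen at 18.75 µM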
PDI turbidity: PDI (human) enzyme inhibition; hit rate 0.052% among 350,000; PDI insulin aggregation turbidity, A650, 90 min; inhibition, % at 10 µM; AID 588391;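 active = mean inhibition across replicates of 30% or more, whatever share of single replicates reach that level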;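 also: absorbance from insulin aggregation driven by PDI reduction with DTT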
Target sequence (P07237 whole entry, looked up): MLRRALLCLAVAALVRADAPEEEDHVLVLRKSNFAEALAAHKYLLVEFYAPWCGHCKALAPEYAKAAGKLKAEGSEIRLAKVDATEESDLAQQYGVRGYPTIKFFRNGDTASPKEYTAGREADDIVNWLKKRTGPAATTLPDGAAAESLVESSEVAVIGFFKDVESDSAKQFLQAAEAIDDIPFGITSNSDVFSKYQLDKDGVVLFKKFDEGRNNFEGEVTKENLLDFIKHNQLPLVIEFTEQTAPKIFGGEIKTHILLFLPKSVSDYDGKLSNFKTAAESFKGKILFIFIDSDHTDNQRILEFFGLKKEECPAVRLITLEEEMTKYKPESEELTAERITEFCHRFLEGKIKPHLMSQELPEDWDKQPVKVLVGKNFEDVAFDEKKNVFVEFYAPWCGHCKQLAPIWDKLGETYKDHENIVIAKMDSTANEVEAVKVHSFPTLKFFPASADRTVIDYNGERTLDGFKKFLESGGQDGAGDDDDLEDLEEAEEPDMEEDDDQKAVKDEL
Peg3 prom inh: Peg3 promoter activity inhibition. HeLa PEG-Prom luciferase reporter, luminescence, overnight. inhibition, % at 20 µM. hit rate 1.7% among 360,000. AID 588405;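 active = inhibition of at least 50% at 20 µM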
NR2E3 ag-1: human photoreceptor-specific nuclear receptor agonism. CHO-S Gal4-NCOR/VP16-NR2E3 two-hybrid, luciferase. AID 602229. inhibition of corepressor binding, % at 3.98 µM. hit rate 0.35% among 360,000;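 active = inhibition above the mean of all tested compounds plus 3 SD, cut at about 70% in these data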;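 also: 0% = DMSO with NR2E3 transfected cells and 100% = cells lacking NR2E3 construct; higher means lower luciferase signal from less NR2E3 corepressor binding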
Target sequence (Q9Y5X4 whole entry, looked up, the tested form may be a part): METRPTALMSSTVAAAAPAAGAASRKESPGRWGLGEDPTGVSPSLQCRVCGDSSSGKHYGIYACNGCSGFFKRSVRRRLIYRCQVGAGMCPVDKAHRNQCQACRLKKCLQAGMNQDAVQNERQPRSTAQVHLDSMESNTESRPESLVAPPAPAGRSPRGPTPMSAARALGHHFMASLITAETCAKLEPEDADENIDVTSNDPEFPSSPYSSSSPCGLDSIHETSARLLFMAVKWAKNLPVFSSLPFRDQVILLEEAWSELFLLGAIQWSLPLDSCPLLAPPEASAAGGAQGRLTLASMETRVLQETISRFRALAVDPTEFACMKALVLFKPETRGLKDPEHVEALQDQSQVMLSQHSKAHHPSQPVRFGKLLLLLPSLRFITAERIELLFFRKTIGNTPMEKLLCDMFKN
NR2E3 ag-2: NR2E3 (human) agonism. Q9Y5X4. GST-NR2E3/biotin-RetCOR TR-FRET, 1536-well. inhibition of corepressor binding, % at 4.78 µM. hit rate 0.12% among 320,000. AID 2300;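 active = percent inhibition above the cutoff of mean plus 3 SD of all tested compounds, set per screening campaign, cut at about 20% in these data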;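 also: 0% = DMSO wells and 100% = biotin wells as full block of FRET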
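Material – GST-tagged NR2E3 plus biotinylated RetCOR corepressor · Quantity – NR2E3 fusion 1.35 nM · Times – 5 h incubation at 4 °C · Medium – pH 7.5 Tris-based buffer · Technique – TR-FRET, Eu(K)-anti-GST donor, streptavidin-D2 acceptor, ex 340, em 617/671 nm · Benchmarks – high control biotin, low control 0.6% DMSO · Format – 1536-well plates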
Shn3 inh set2: Schnurri-3 reporter inhibition in Clone20 osteoblasts | inhibition, % at 12.5 µM | hit rate 0.52% among 360,000 | Clone20 osteoblast Shn3 3'UTR firefly luciferase, 24 h | AID 588674;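 active = mean inhibition of at least 75% with every replicate also reaching 75%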;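 also: 0% = median of neutral control wells and 100% = pilot-screen positive control compound; some compounds past the cut are filed as inactive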
TRPM1 prom inh: inhibitors of MITF-driven TRPM1 promoter in melanoma cells. SK-MEL-5 TRPM1 promoter luciferase, 24 h. inhibition, % at 12.5 µM. hit rate 0.83% among 330,000. AID 488899;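 active = mean inhibition across replicates of 60% or more, whatever share of single replicates reaches that level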; also: values of inactives mirror those of a sister screen read the other way
The depositor's hits bear a star; x = no result given.

1. COC(=O)c1ccc(/C=N/OCC(=O)NCc2ccc(F)cc2)cc1
2. O=C(NCCCn1ccnc1)c1cc([N+](=O)[O-])cc([N+](=O)[O-])c1
3. CC1(C)CC(C(CC(=O)O)c2ccccc2)CCO1 (configuration not stated)
4. COc1cc(/C=C/C(=O)OCC(=O)NCc2ccc(F)cc2)ccc1O
5. Cc1ccccc1OCC(=O)N/N=C/c1cn(C)c2ccccc12
6. Cc1c(NC(=O)c2ccco2)cccc1C(=O)NN1C(=O)c2ccccc2C1=O
7. COC(=O)C1=C(N)N(c2ccccc2C(F)(F)F)C2=C(C(=O)CCC2)C1c1ccc2c(c1)OCO2 (configuration not stated)
8. Cn1c(=O)c(C(=O)CSc2nncs2)c(N)n(Cc2ccccc2)c1=O
Screen / compound no.	1	2	3	4	5	6	7	8
NR2E3 ag-2	1	-2	2	x	-6	-1	2	4
hiPSC survival	-0.7	0.7	1.3	2.4	0.4	0.7	1.0	-1.0
Peg3 prom inh	22	-1	13	19	12	6	7	24
HIF-2a block	13	7	9	-7	-21	20	14	20
NR2E3 ag-1	-43	2	-15	-11	-27	4	-29	-37
Shn3 inh set2	-8	-6	-16	-4	-13	7	25	12
m5-HT2A agonist	-3	6	-4	-5	0	5	-6	1
CaV13 FRET inh	-1	-2	-9	-5	-5	-18	x	-9
H9c2 protect	-1	6	2	-5	-3	3	-9	3
PDI turbidity	0	5	-9	13	-3	5	-8	-2
TRPM1 prom inh	4	-1	4	20	-9	-2	10	-21

9. O=C1CC2c3ccccc3CCN2C(=O)CN1Cc1ccccc1 (configuration not stated)
10. CC(=O)c1cccc(NCC(=O)Nc2cccc(S(=O)(=O)N3CCCCC3)c2)c1
11. CN1CCN(C(=S)c2cn(Cc3ccccc3)c3ccccc23)CC1
12. CCOc1ccc(-c2cc(N)n(S(=O)(=O)c3ccc(OC)c(OC)c3)n2)cc1
13. O=C(N1CCOCC1)N1CCN(c2nc(-c3ccc(F)cc3)cs2)CC1
14. CC1CCC(NC(=O)Cn2c(=O)[nH]c3ccsc3c2=O)CC1 (configuration not stated)
15. CC(=O)Nc1ccc(/C=C/c2noc(-c3ccccc3O)n2)cc1
16. CC(C)CCn1c(Sc2nc3ccccc3s2)nc2c1c(=O)[nH]c(=O)n2C
Screen / compound no.	9	10	11	12	13	14	15	16
NR2E3 ag-2	x	4	0	0	1	0	1	2
hiPSC survival	0.0	-0.3	0.9	-1.2	-2.9	1.4	0.2	3.4
Peg3 prom inh	6	16	3	12	-17	-183	-255	9
HIF-2a block	-7	13	8	-10	-58	-145	-267	15
NR2E3 ag-1	7	1	-4	3	6	-20	-97	-34
Shn3 inh set2	-15	11	9	-1	-22	-13	-38	4
m5-HT2A agonist	-7	-2	-4	-5	1	3	-4	1
CaV13 FRET inh	-7	-5	5	-6	-4	-6	x	-4
H9c2 protect	5	-6	3	-19	-5	0	4	10
PDI turbidity	x	15	2	3	-9	3	-5	-5
TRPM1 prom inh	x	1	-3	12	-21	-26	-34	0

17. Cc1cccc(C)c1NC(=O)CNC(=O)c1cccnc1
18. Cc1nc(-c2cccc(S(=O)(=O)N3CCCCC3)c2)cs1
19. CCOc1ccc(S(=O)(=O)c2c(C(=O)c3ccc(C)cc3)cnc3cc4c(cc23)OCCO4)cc1
20. CC(=O)c1nn(-c2ccc(C)cc2)cc1C(=O)c1cccc(Br)c1
21. C[C@H]1CN(C2CCCCC2)C(=O)[C@@H]1CC(=O)Nc1ccccc1
22. CCN(CC)C(=O)CSc1nc2ccccc2c(=O)n1OC(C)C
23. CC(SC#N)C(=O)C12CC3CC(CC(C3)C1)C2 (configuration not stated)
24. COc1cc(OC)cc(-c2c(-c3ccc(F)cc3)c3cc(-c4ccc5[nH]ccc5c4)ccc3n2C)c1
Screen / compound no.	17	18	19	20	21	22	23	24
NR2E3 ag-2	-2	2	-2	-2	x	0	-2	1
hiPSC survival	-0.2	-0.4	1.1	-0.1	-2.0	-0.9	-3.2	1.7
Peg3 prom inh	2	13	26	30	3	26	36	26
HIF-2a block	14	5	14	22	-5	3	46*	15
NR2E3 ag-1	-17	-18	-15	5	14	-13	13	-2
Shn3 inh set2	16	12	0	-1	2	12	2	7
m5-HT2A agonist	2	-2	-4	1	-5	-1	-1	15*
CaV13 FRET inh	x	-3	-6	-1	-6	-4	-4	-11
H9c2 protect	4	-5	-1	-2	-1	5	-3	-15
PDI turbidity	-1	0	-9	3	-2	1	3	0
TRPM1 prom inh	-3	10	9	1	x	5	6	-11

25. CC(=O)Nc1ccc(C(=O)Nc2ccc(S(=O)(=O)N3CCOCC3)cc2)cc1
26. CCOc1ccc(NC(=S)NC2CC3CCC(C2)N3Cc2ccco2)cc1 (configuration not stated)
27. Cc1ccnc(OC(C(=O)O)C(OCc2ccccc2)(c2ccccc2)c2ccc(C(F)(F)F)cc2)n1 (configuration not stated)
28. C/C(=N/NC(=O)CNC(=O)COc1ccccc1)c1ccc(Cl)cc1
29. C[C@H](NC(=O)c1cc2c([nH]c3ccccc32)c(-c2ccccc2)n1)C(=O)O
30. Cc1c(C(=O)Nc2ccc3c(c2)OCCO3)sc2nc(-c3ccccc3)cn12
31. CCOC(=O)c1c(CN2CCN(CCO)CC2)n(C)c2cc(Br)c(OC)cc12
32. Clc1ccccc1-c1csc(Nc2cccnc2)n1
Screen / compound no.	25	26	27	28	29	30	31	32
NR2E3 ag-2	12	-3	0	2	1	2	0	0
hiPSC survival	0.2	0.2	-0.4	-0.3	0.2	0.9	-2.4	-0.6
Peg3 prom inh	1	6	5	-14	11	6	28	-140
HIF-2a block	-25	5	19	-33	14	-128	-12	-189
NR2E3 ag-1	-12	18	-12	10	-14	66	15	-72
Shn3 inh set2	7	12	1	-4	4	79	8	-66
m5-HT2A agonist	-2	-6	5	16*	7	1	-7	-5
CaV13 FRET inh	-5	-7	-5	-4	-17	-6	-5	-19
H9c2 protect	0	1	-2	-2	-3	-3	6	-6
PDI turbidity	-1	2	13	11	3	-1	-3	-12
TRPM1 prom inh	-5	-5	x	-10	16	37	-18	-32

33. CCCC(C(=O)NC1CCCC1)N(Cc1ccccc1)C(=O)c1snc(C(N)=O)c1N (configuration not stated)
34. CCc1c(C)nc(N)c(C#N)c1-c1ccccc1
35. CCOC(=O)N1CCC(n2c(=S)[nH]c3cc(OCC)c(OCC)cc3c2=O)CC1
36. N#CC(c1ccccn1)c1ncc(C(F)(F)F)cc1Cl (configuration not stated)
37. O=C(COc1ccc(Cl)cc1Cl)Nc1cccc(-c2ccc(N3CCOCC3)nn2)c1
38. O=C1c2ccccc2NC(c2ccco2)N1NS(=O)(=O)c1ccccc1 (configuration not stated)
39. CCCCCCCCC(=O)NNC(=O)c1c(O)c2ccccc2n(CC)c1=O
40. O=C(O)c1ccccc1-c1nc2ccccc2c(=O)[nH]1
Screen / compound no.	33	34	35	36	37	38	39	40
NR2E3 ag-2	-1	-4	3	4	x	4	0	3
hiPSC survival	2.3	0.8	7.6	2.1	-0.3	1.1	-1.6	3.0
Peg3 prom inh	4	-2	33	-14	-153	5	16	8
HIF-2a block	9	19	17	13	-186	16	32	5
NR2E3 ag-1	-3	2	10	26	-36	-24	-26	-6
Shn3 inh set2	14	-7	-3	5	-75	-1	-26	-1
m5-HT2A agonist	-4	-1	3	2	3	-5	7	0
CaV13 FRET inh	-7	1	-9	-2	-5	3	4	-5
H9c2 protect	-1	-9	3	-5	-11	-2	-4	-1
PDI turbidity	-53	-1	-8	8	4	7	4	-4
TRPM1 prom inh	4	5	42	-8	-51	-6	3	4

41. COc1ccc(CC(=O)Nc2cccc(Cl)c2C)cc1S(=O)(=O)N1CCOCC1
42. Cc1cc(Cl)c(S(=O)(=O)N2CCN(c3ccccn3)CC2)cc1OCC(=O)NC1CCCCC1
43. COc1ccc(OC)c(Nc2ncnc3ccccc23)c1
44. CCOC(=O)C1C(=O)OC(C)(C)C1C(C)C(=O)c1ccccc1 (configuration not stated)
Screen / compound no.	41	42	43	44
NR2E3 ag-2	0	2	-1	2
hiPSC survival	-0.4	-0.6	3.9	-1.4
Peg3 prom inh	-2	43	-7	7
HIF-2a block	16	6	-9	24
NR2E3 ag-1	6	24	-27	-6
Shn3 inh set2	10	6	-7	-24
m5-HT2A agonist	-7	-4	10	-4
CaV13 FRET inh	-3	6	-4	-5
H9c2 protect	7	3	10	2
PDI turbidity	-4	-2	-5	1
TRPM1 prom inh	3	6	-15	-4

Shown as labelled records: entries from further up.
24: COc1cc(OC)cc(-c2c(-c3ccc(F)cc3)c3cc(-c4ccc5[nH]ccc5c4)ccc3n2C)c1
  NR2E3 ag-2: 1	hiPSC survival: 1.7	Peg3 prom inh: 26	HIF-2a block: 15	NR2E3 ag-1: -2	Shn3 inh set2: 7	m5-HT2A agonist: 15*	CaV13 FRET inh: -11	H9c2 protect: -15	PDI turbidity: 0	TRPM1 prom inh: -11

25: CC(=O)Nc1ccc(C(=O)Nc2ccc(S(=O)(=O)N3CCOCC3)cc2)cc1
  NR2E3 ag-2: 12	hiPSC survival: 0.2	Peg3 prom inh: 1	HIF-2a block: -25	NR2E3 ag-1: -12	Shn3 inh set2: 7	m5-HT2A agonist: -2	CaV13 FRET inh: -5	H9c2 protect: 0	PDI turbidity: -1	TRPM1 prom inh: -5

26: CCOc1ccc(NC(=S)NC2CC3CCC(C2)N3Cc2ccco2)cc1 (configuration not stated)
  NR2E3 ag-2: -3	hiPSC survival: 0.2	Peg3 prom inh: 6	HIF-2a block: 5	NR2E3 ag-1: 18	Shn3 inh set2: 12	m5-HT2A agonist: -6	CaV13 FRET inh: -7	H9c2 protect: 1	PDI turbidity: 2	TRPM1 prom inh: -5
